All columns: NCI-60 one-dose screen, growth in % after 48 h at 10 µM unless noted; 100 = growth as untreated, 0 = no growth, -100 = all killed.
MDA-MB-231: MDA-MB-231 breast cancer. 81,000 compounds, 5% hits
SR: SR leukemia cells; 73,000 compounds, 8.7% hits
MOLT-4: MOLT-4 leukemia cells; AID 1794779; 80,000 compounds, 6.9% hits
RPMI-8226: RPMI-8226 leukemia cells. 77,000 compounds, 7.5% hits. AID 1794781
K-562: K-562 leukemia | 78,000 compounds, 7.4% hits | AID 1794777
MDA-MB-435: MDA-MB-435 melanoma; 82,000 compounds, 7.8% hits
MDA-MB-468: MDA-MB-468 breast cancer. AID 2202374. 78,000 compounds, 8.5% hits
MCF7: MCF7 breast cancer; 82,000 compounds, 6.3% hits
Active calls of the source: *; nt = not tested or not shown; [ ] = remark or other dose. How the source made its calls: active means growth percent below 10; inactive means the rest. Compounds were not picked by outcome; about 15% have a hit in one of these screens.

1. COC(=O)[C@]12CCC(C)(C)C[C@H]1C1=CC[C@@H]3[C@@]4(C)Cc5c(n(CC#CCN6CCN(C)CC6)c6ccccc56)C(C)(C)[C@@H]4CC[C@@]3(C)[C@]1(C)CC2
2. O=C1S/C(=C\c2ccccc2Cl)C(=O)N1Cc1cc2ccccc2nc1Cl
3. COCCc1sc[n+](Cc2cnc(C)nc2N)c1C
4. CCCCn1c(=O)c(C2=NC(c3ccc(Cl)cc3)=C2)cc2ccc(Cl)cc21
5. Cc1ccc(NC(=O)N[C@@H](Cc2cc(F)cc(F)c2)C(=O)N[C@@H]2C(=O)N3CCC[C@H]3C(=O)N3CCOC[C@H]3C(=O)N[C@@H](C)C(=O)N3C[C@H](C)C[C@H]3C(=O)O[C@H]2C)cc1

entry no.,1,2,3,4,5
MDA-MB-231,94.6,104.0,106.6,85.9,10.0*
SR,nt,90.9,114.0,103.0,32.0
MOLT-4,82.2,101.2,112.7,104.4,41.0
RPMI-8226,92.9,99.1,109.8,nt,23.0
K-562,88.0,102.5,105.0,98.8,17.2
MDA-MB-435,107.8,96.8,99.3,105.2,21.0
MDA-MB-468,114.6,97.5,92.3,100.0,5.2*
MCF7,86.3,96.4,95.0,75.2,25.0

6. CCCC[n+]1ccc2ccccc2c1
7. N#CCCNc1ccc(NCCC#N)c2c1C(=O)c1c(O)ccc(O)c1C2=O
8. COc1cc(-c2nn(C(C)(C)C)cc2-c2ccnc(NCCCNS(=O)(=O)c3ccc(Cl)cc3)n2)ccc1F
9. CC(=O)OC[C@]12CCC(C)(C)C[C@H]1[C@@H]1NCC[C@@H]3[C@@]4(C)CCCNC(C)(C)[C@@H]4CC[C@@]3(C)[C@]1(C)CC2
10. Cn1c(SCC(=O)c2ccccc2)nc2ccccc2c1=O

entry no.,6,7,8,9,10
MDA-MB-231,105.8,95.5,83.8,90.0,87.2
SR,94.0,26.5,30.8,64.7,84.4
MOLT-4,99.2,49.8,33.0,67.1,84.6
RPMI-8226,105.0,87.4,51.7,53.7,73.5
K-562,95.1,84.1,31.1,85.0,71.6
MDA-MB-435,110.3,72.0,78.2,90.4,103.5
MDA-MB-468,105.5,71.7,55.0,81.4,77.7
MCF7,91.3,90.2,35.3,85.6,79.7

Brought forward from above: four entries, then new ones.
7. N#CCCNc1ccc(NCCC#N)c2c1C(=O)c1c(O)ccc(O)c1C2=O
8. COc1cc(-c2nn(C(C)(C)C)cc2-c2ccnc(NCCCNS(=O)(=O)c3ccc(Cl)cc3)n2)ccc1F
9. CC(=O)OC[C@]12CCC(C)(C)C[C@H]1[C@@H]1NCC[C@@H]3[C@@]4(C)CCCNC(C)(C)[C@@H]4CC[C@@]3(C)[C@]1(C)CC2
10. Cn1c(SCC(=O)c2ccccc2)nc2ccccc2c1=O
11. Nc1ccc2ccccc2c1N=Nc1ccc(/C=C/c2ccc(N=Nc3c(N)ccc4ccccc34)cc2S(=O)(=O)O)c(S(=O)(=O)O)c1
12. COc1ccc(CN2[C@H](C)C=C[C@H](C(C)C)N(Cc3ccccc3)S2(=O)=O)cc1
13. COc1cc(/C=N/NC(=O)Cn2c(C(C)C)nc3ccccc32)ccc1OCc1ccccc1
14. O=C(NO)/C(CC(=O)c1ccc(O)cc1O)=N\O
15. CCCCC/C=C/C/C=C/CCCCCCCCNC(=O)Nc1ccccc1OC

entry no.,7,8,9,10,11,12,13,14,15
MDA-MB-231,95.5,83.8,90.0,87.2,76.9,95.3[1.25 µM],108.4,91.5,77.3
SR,26.5,30.8,64.7,84.4,99.3,84.4[1.25 µM],96.9,105.3,101.9
MOLT-4,49.8,33.0,67.1,84.6,91.3,85.3[1.25 µM],78.2,113.9,88.9
RPMI-8226,87.4,51.7,53.7,73.5,nt,94.2[1.25 µM],nt,110.2,87.1
K-562,84.1,31.1,85.0,71.6,104.0,102.9[1.25 µM],74.5,117.2,nt
MDA-MB-435,72.0,78.2,90.4,103.5,109.5,109.0[1.25 µM],96.3,114.8,95.5
MDA-MB-468,71.7,55.0,81.4,77.7,110.0,105.5[1.25 µM],88.2,99.3,77.8
MCF7,90.2,35.3,85.6,79.7,85.4,nt,98.3,95.4,91.6

16. CC1OC2CC(=O)OC2C2=C1C(=O)c1c(O)c3c(c(O)c1C2=O)C1CC(O)C3(O)C(C)O1 (stereo not drawn)
17. O=C1c2ccccc2C(=O)c2c([N+](=O)[O-])ccc(Cl)c21
18. C=CCNC(=S)/N=C/C(C(=O)Nc1ccccc1)=C(/C)O
19. N#C/C(=C\n1ccc(=O)[nH]c1=S)C(=O)c1ccc2ccccc2c1
20. Cc1ccc(S(=O)(=O)Oc2ccc(-c3cnc4ccccc4n3)cc2)cc1

entry no.,16,17,18,19,20
MDA-MB-231,-16.3*,103.1,96.0,102.3,111.9
SR,nt,54.0,96.7,88.5,93.7
MOLT-4,-21.7*,86.2,97.9,94.2,89.3
RPMI-8226,-6.3*,81.8,95.7,100.3,88.5
K-562,6.3*,nt,100.9,103.6,84.2
MDA-MB-435,-0.1*,105.7,108.3,101.1,96.6
MDA-MB-468,nt,-5.5*,103.4,110.1,107.1
MCF7,-71.0*,71.7,105.5,92.2,98.3

21. COC(=O)[C@@H]1CCCN1C(=O)[C@@H]1CCCN1C(=O)[C@H](Cc1ccccc1)NC(=S)Nc1cc(C(F)(F)F)cc(C(F)(F)F)c1
22. CC(=O)Nc1ccc(F)c(Cl)c1F
23. CCCN(C)CC(C)(O)CNc1cc(OC)cc2cccnc12 (stereo not drawn)
24. N=C(N)c1ccc(-c2nc3ccc4[nH]ncc4c3c3c2CCCC3)cc1
25. Cc1ccccc1-n1c(C)nc2ccc(N3CCNC3=O)cc2c1=O

entry no.,21,22,23,24,25
MDA-MB-231,62.8,95.1,95.3,96.8,99.7
SR,80.9,111.7,106.5,76.7,104.0
MOLT-4,50.1,117.6,99.3,91.7,100.5
RPMI-8226,43.9,105.3,112.2,82.6,105.5
K-562,nt,115.5,86.9,100.4,107.2
MDA-MB-435,86.5,97.6,115.3,95.5,107.6
MDA-MB-468,89.0,90.6,101.3,33.0,94.8
MCF7,67.1,96.9,84.2,77.3,97.2

26. COc1cc(/C=C2/C=C(c3ccc(Cl)cc3)N(CCc3ccc(S(N)(=O)=O)cc3)C2=O)cc(OC)c1OC
27. CN(C)c1ccc(Sc2ccc3nc(N)nc(N)c3c2)cc1
28. CC12CCC3C4(C)COC(c5ccco5)OC4CCC3(C)C1CC(C1=CCOC1=O)O2 (stereo not drawn)
29. CC(=O)OCCCCN1C=C/C(=C\C(=O)n2ccc3ccccc32)c2ccccc21
30. Nc1ccccc1C#Cc1ccccc1C#Cc1ccc(OCCCCCCOc2ccc(C#Cc3ccccc3C#Cc3ccccc3N)cc2)cc1

entry no.,26,27,28,29,30
MDA-MB-231,62.3,39.6,90.2,86.6,86.0
SR,47.9,17.1,95.7,88.7,94.7
MOLT-4,43.2,29.7,97.5,98.0,103.3
RPMI-8226,16.9,56.3,nt,98.3,94.0
K-562,63.8,14.6,92.6,90.6,121.2
MDA-MB-435,111.3,26.4,102.8,105.6,97.5
MDA-MB-468,77.4,28.3,91.8,98.4,nt
MCF7,66.0,21.0,98.9,90.4,74.7

31. C=CC(=O)Nc1cccc(Oc2nccc(Nc3nnc(C4CC4)s3)n2)c1
32. CCc1c(C(=O)N[C@H]2c3cc(Cl)ccc3CC[C@@H]2O)[nH]c(C)c1C(C)=O
33. CCOC(=O)C1C(=O)C=C(c2ccccc2)CC1c1sc(N(C)Cc2ccccc2)nc1Cl (stereo not drawn)
34. CCOC(=O)c1nn(-c2ccccc2)/c(=N/N=Cc2cn(-c3ccccc3)nc2-c2cc3ccccc3oc2=O)s1
35. O=C1C(O)CCN1Cc1ccccc1 (stereo not drawn)

entry no.,31,32,33,34,35
MDA-MB-231,67.1,97.5,82.9,74.9,107.9
SR,58.3,78.6,81.4,91.6,106.7
MOLT-4,75.7,86.4,71.1,97.2,109.9
RPMI-8226,56.0,90.4,nt,101.3,97.8
K-562,81.9,103.9,73.0,92.5,101.8
MDA-MB-435,99.5,96.4,96.2,106.8,95.1
MDA-MB-468,102.2,101.5,80.9,100.7,105.8
MCF7,82.0,92.5,79.9,91.9,103.9

Of the compounds above, two have a cyano group.
7. N#CCCNc1ccc(NCCC#N)c2c1C(=O)c1c(O)ccc(O)c1C2=O
19. N#C/C(=C\n1ccc(=O)[nH]c1=S)C(=O)c1ccc2ccccc2c1

entry no.,7,19
MDA-MB-231,95.5,102.3
SR,26.5,88.5
MOLT-4,49.8,94.2
RPMI-8226,87.4,100.3
K-562,84.1,103.6
MDA-MB-435,72.0,101.1
MDA-MB-468,71.7,110.1
MCF7,90.2,92.2

More records:
36. O=C(N/N=C/c1ccc(/C=N/NC(=O)c2cc(O)c(O)c(O)c2)cc1)c1cc(O)c(O)c(O)c1
37. CCOC(=O)/C(O)=C(\C#N)c1ccc(C)cc1C
38. N#C/C(=C/NC(=S)N=Nc1c(O)[nH]c2ccccc12)C(N)=O
39. O=C(Nc1ccccc1)Nc1ncnc2c1ncn2-c1ccncc1
40. Cc1ccc2nc(COc3ccc(C(=O)N/N=C/c4ccc(N(C)C)cc4)cc3)[nH]c2c1

entry no.,36,37,38,39,40
MDA-MB-231,89.4,101.4,109.7,97.9,39.8
SR,92.8,64.8,80.8,99.4,57.6
MOLT-4,90.1,105.8,97.6,100.8,55.5
RPMI-8226,101.3,110.7,106.8,109.9,32.1
K-562,102.9,115.1,103.3,103.0,68.2
MDA-MB-435,105.1,94.3,104.0,99.5,100.9
MDA-MB-468,93.7,98.8,104.4,109.2,67.2
MCF7,102.5,102.9,91.8,91.1,55.6

41. Nc1n[nH]c2cccc(C#Cc3cccc(NC(=O)c4cc(C(F)(F)F)cc(C(F)(F)F)c4)c3)c12
42. NC1CCCc2ccccc21 (stereo not drawn)
43. NC(=O)c1[nH]cnc1/N=N/N(CCO)CCO
44. Cc1cnc(C)c2ccccc12
45. CCCS(=O)(=O)Nc1ccc(C(=O)CC2(O)C(=O)Nc3ccc(F)cc32)cc1 (stereo not drawn)

entry no.,41,42,43,44,45
MDA-MB-231,98.9,103.2,94.2,115.2,104.0
SR,100.2,100.7,73.8,120.9,102.1
MOLT-4,97.8,93.2,87.9,110.1,95.0
RPMI-8226,115.6,89.9,83.8,110.6,107.3
K-562,11.2,105.2,62.2,118.5,97.7
MDA-MB-435,100.6,115.2,100.0,112.6,103.4
MDA-MB-468,126.2,103.2,83.1,111.7,92.6
MCF7,91.6,98.3,92.6,104.0,87.4

46. CCCCCn1ncc(-c2c(O)c(O)cc3c(O)c(-c4c(C)cc5c(-c6cnn(CCCCC)n6)c(O)c(O)cc5c4O)c(C)cc23)n1
47. O=C1c2cccnc2C(=O)c2c1c(C(=O)OCCCN1CCCCC1)c1ccccn21
48. COc1cc(-c2n/c(=C\c3c(O)[nH]c4ccc(Cl)cc34)cc3c2=Nc2ccccc2-3)cc(OC)c1OC
49. COc1ccc(S(=O)(=O)NCCNc2nccc(-c3c(-c4ccc(F)cc4)nc4sccn34)n2)cc1OC
50. Cc1nc2ccc(Br)cn2c1-c1nnc(SCc2ccc(Br)cc2)o1

entry no.,46,47,48,49,50
MDA-MB-231,32.9,-8.9*,-14.9*,74.2,88.9
SR,-29.1*,-15.8*,0.4*,49.3,nt
MOLT-4,6.4*,-7.6*,10.2,79.0,95.2
RPMI-8226,0.3*,-28.3*,15.5,68.9,100.1
K-562,nt,-28.5*,3.5*,58.1,93.8
MDA-MB-435,17.1,-41.5*,16.6,42.6,107.4
MDA-MB-468,-2.7*,31.6,30.5,79.1,101.5
MCF7,4.8*,-42.0*,0.8*,26.7,84.2

Quoted from the listing.
no. 50 in MDA-MB-231: 88.9
no. 46 in MDA-MB-435: 17.1
no. 49 in SR: 49.3
no. 48 in MDA-MB-231: -14.9*
no. 47 in MDA-MB-468: 31.6

(further entries)
51. O=C(CN1CCOCC1)Nc1ccc(-n2cc(-c3ccncc3)c(-c3ccc(Cl)c(O)c3)n2)cc1
52. CSc1nc2ncncc2[nH]1
53. C=CCOc1c(Br)cc(Br)cc1Br
54. COc1ccc(C2=NN(C(C)=O)C(c3c(C)nn(-c4ccccc4)c3N3CCOCC3)C2)cc1 (stereo not drawn)
55. CCn1c(-c2cc3ccc2CCc2ccc(cc2)CC3)n[nH]c1=S
56. CC(=O)c1ccc2cc3c(cc2c1)OCO3
57. O=Cc1ccc2ccccc2c1
58. CC12CCC3C(=CCc4cc(O)ccc43)C1CCC2O (stereo not drawn)

entry no.,51,52,53,54,55,56,57,58
MDA-MB-231,111.8,99.3,44.6,98.1,96.9,101.5,109.0,92.0
SR,nt,95.2,34.8,90.5,100.4,nt,97.5,70.1
MOLT-4,nt,95.0,64.6,88.0,104.0,116.8,101.7,88.7
RPMI-8226,117.4,200.9,38.7,97.9,102.5,102.3,103.0,97.6
K-562,nt,93.9,52.2,99.0,103.3,121.3,98.6,59.6
MDA-MB-435,107.3,91.9,27.2,97.2,100.0,105.4,110.1,54.6
MDA-MB-468,96.5,102.9,96.8,92.6,94.7,103.7,87.9,72.9
MCF7,93.1,94.4,40.5,91.7,86.6,113.0,99.0,114.3

From PubChem
